High-throughput results: PubChem BioAssay, National Center for Advancing Translational Sciences (NCATS)
Tau ThT inhib = qHTS for Inhibitors of Tau Fibril Formation, Thioflavin T Binding; recombinant tau K18 P301L, heparin-induced fibrillization, ThT fluorescence; Potency, µM (top dose mostly 57.4 µM), inactives show top-dose activity, negative = inhibition, usual class: inhibitors; Microtubule-associated protein tau (Homo sapiens), P10636; 270,000 tested, 2.1% active; note: % is set by controls: 0 for no effect and ±100 for the full control effect; nearly all actives have a fitted effect of over 55% in size
Target sequence (P10636 561-689 P618L limits assumed): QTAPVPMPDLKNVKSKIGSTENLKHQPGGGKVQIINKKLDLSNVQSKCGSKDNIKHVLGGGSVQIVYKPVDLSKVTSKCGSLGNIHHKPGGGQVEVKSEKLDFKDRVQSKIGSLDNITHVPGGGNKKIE
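Fibril formation assay: tau K18 P301L at 15 uM with trace Alexa 594 label, heparin inducer 20 uM, pH 7 sodium acetate buffer, 37 C for 6 hr; endpoint ThT signal.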
HTT ATP protect = qHTS Multiplex Assay to Identify Dual Action Probes in a Cell Model of Huntington: Cytoprotection (ATP) | PC12 HTT-Q103 induced, cytoprotection, ATP luminescence, 40 h | Potency, µM (doses to about 56.4 µM), for inactives: cytoprotection (ATP increase), most hits filed as activators | 230,000 tested, 0.14% active;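 note: % of control where 0% means no effect; nearly all actives have a fitted effect of over 45% in size; toxic huntingtin expression switched on by the ecdysone agonist tebufenozide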
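Cells were plated at 1500 per well in phenol red-free DMEM with 5% equine and 5% calf serum. Tebufenozide (100 nM final) and compounds were added, then ATPlite reagent, and luminescence was read.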
Tau fluor cs = Counterscreen qHTS for Inhibitors of Tau Fibril Formation, Fluorescence Polarization; tau K18 P301L Alexa594 fluorescence, heparin fibrillization; Potency, µM (highest dose often 57.7 µM), for inactives: at the highest dose activity change, negative = decrease; 280,000 tested, 0.93% active; AID 1463, 2008; note: % is set by controls: 0 for no effect and ±100 for the full control effect; nearly all actives have a fitted effect of over 55% in size
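Human tau K18 P301L (15 uM unlabeled, 0.24 uM Alexa 594-labeled) in 100 mM sodium acetate pH 7 with 20 uM heparin, 6 hr at 37 C. ThT 30 uM added, 1 hr ambient; Alexa 594 FP and total fluorescence read at 555/632 nm.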
RECQ1 inh = qHTS Assay for Inhibitors of RecQ-Like Dna Helicase 1 (RECQ1); ATP-dependent DNA helicase Q1 (Homo sapiens), P46063; RECQ1 DNA unwinding, red fluorescence kinetic read; Potency, µM (highest dose often 57.3 µM), inactives show at the top dose activity, negative = inhibition, actives largely listed as inhibitors; 240,000 tested, 0.54% active; AID 2549, 2010;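 note: plate controls were vehicle for no effect and no enzyme for full effect; nearly all actives have a fitted effect of over 30% in size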
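50 nM RECQ1T1 preincubated 15 min with compound in Tris pH 8.0 buffer with MgCl2, DTT, Tween-20 and 2.5 ug/ml poly(dI-dC); started with 200 nM TAMRA/BHQ-2 forked duplex and 2 mM ATP. Unwinding read as fluorescence (525/598 nm), two reads 2 h apart.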
TexasRed fluor = Total Fluorescence Counterscreen for Inhibitors of the Interaction of Thyroid Hormone Receptor and Steroid Receptor Coregulator 2; TRb/SRC2 Texas Red total fluorescence interference; Potency, µM (highest dose often 106 µM), without a hit: top-dose fluorescence change, negative = quenching; 280,000 tested, 0.29% active; AID 1479, 2009; active = well fitted curve in either direction with a large enough effect; inconclusive = small, poorly fitted or top-dose-only effect; note: % is set by controls: 0 for no effect and ±100 for the full control effect
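Human TRβ ligand-binding domain (0.6 uM) and Texas Red SRC2 peptide (20 nM) in Tris buffer with 1 uM T3 and 5% DMSO were incubated with pinned compound for 5 hr at ambient temperature. Total fluorescence was computed as S + 2P (555/632 nm).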
L3MBTL1 block = qHTS Assay for the Inhibitors of L3MBTL1; AlphaScreen L3MBTL1–H3K9me1 peptide binding; Potency, µM (highest dose often 57.1 µM), without a hit: at the top dose activity, negative = inhibition, actives largely listed as inhibitors; 230,000 tested, 0.66% active; note: % is set by controls: 0 for no effect and ±100 for the full control effect; nearly all actives have a fitted effect of over 60% in size
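First, the protein-peptide complex forms for 30 min at room temperature (L3MBTL1 50 nM, biotinylated H3K9me1 peptide 75 nM). Next, compounds are pin-transferred and incubated 30 min. Finally, AlphaScreen beads are added and read after 30 min.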
Tau FP inhib = qHTS for Inhibitors of Tau Fibril Formation, Fluorescence Polarization | 280,000 tested, 0.39% active | Potency, µM (series often up to 57.7 µM), inactives show at the highest dose activity, negative = inhibition, hits mostly inhibitors | Microtubule-associated protein tau (Homo sapiens), P10636 | K18 P301L tau heparin fibrillization, Alexa594 FP, 6 h; note: % is set by controls: 0 for no effect and ±100 for the full control effect; nearly all actives have a fitted effect of over 55% in size
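K18 P301L tau (15 uM unlabeled/0.24 uM Alexa 594-labeled, final) + compound + heparin 20 uM final; 100 mM NaOAc pH 7; 6 hr 37 C; ThT 30 uM final added, 1 hr RT; FP ex 555/em 632 nm.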
TRb SRC2 PPI = qHTS for Inhibitors of the Interaction of Thyroid Hormone Receptor and Steroid Receptor Coregulator 2. Potency, µM (series often up to 106 µM), for inactives: top-dose activity change, negative = inhibition, usual class: inhibitors. 280,000 tested, 0.065% active. Thyroid hormone receptor beta (Homo sapiens), P10828. TRbeta-SRC2 peptide binding, fluorescence polarization; receptor liganded with 1 µM T3;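 note: plate controls were bound peptide for no effect and peptide without receptor for full effect; nearly all actives have a fitted effect of over 50% in size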
Target sequence (P10828 whole entry, looked up): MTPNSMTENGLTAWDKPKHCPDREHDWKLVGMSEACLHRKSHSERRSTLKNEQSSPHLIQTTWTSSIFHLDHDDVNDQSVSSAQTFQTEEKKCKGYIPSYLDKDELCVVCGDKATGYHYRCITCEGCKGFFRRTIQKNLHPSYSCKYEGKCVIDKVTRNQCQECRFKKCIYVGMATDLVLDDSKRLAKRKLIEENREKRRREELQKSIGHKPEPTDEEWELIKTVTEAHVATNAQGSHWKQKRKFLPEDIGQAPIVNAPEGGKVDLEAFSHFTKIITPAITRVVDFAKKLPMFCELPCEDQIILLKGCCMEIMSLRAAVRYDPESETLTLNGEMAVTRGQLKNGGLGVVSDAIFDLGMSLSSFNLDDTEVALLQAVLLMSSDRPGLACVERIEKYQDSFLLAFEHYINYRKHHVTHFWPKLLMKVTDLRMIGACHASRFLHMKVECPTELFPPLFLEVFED
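TRb LBD 0.6 uM + Texas Red SRC2 peptide 20 nM, 1 uM T3, Tris buffer w/ 5% DMSO; compound pinned, 5 h RT; FP read ex 555/em 632; normalized to unbound and bound controls.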
The depositor's hits bear a star; & = joins results of further samples; [ ] = another dose, or the depositor's remark. Unless noted, calls come from the whole dose curve; as a rule, active = well fitted curve in the direction sought with a large enough effect; inconclusive = small, poorly fitted or top-dose-only effect, or another doubt; inactive = no such curve, though single readings can be large; an effect the other way counts as inactive or inconclusive. Potency is the fitted concentration of half-maximal effect.

Screening COc1ccc(CCNS(=O)(=O)c2ccc3c(c2)OCCO3)cc1OC returned Tau ThT inhib 2%, HTT ATP protect -3%, Tau fluor cs -1%, RECQ1 inh -3%, TexasRed fluor -2%, L3MBTL1 block 0%[11.4 µM], Tau FP inhib 0% and TRb SRC2 PPI 1%.
Cc1ccc(NC(=S)Nc2cccc(-c3n[nH]c(=S)o3)c2)cc1 was read as Tau ThT inhib inconclusive, HTT ATP protect 6%[10 µM], Tau fluor cs -30%, RECQ1 inh 28%, TexasRed fluor -1%, L3MBTL1 block -3%, Tau FP inhib -3% and TRb SRC2 PPI 7%.
For CCN(CC)C(=O)C(=O)c1cccn1-c1cccc(-n2cccc2C(=O)C(=O)N(CC)CC)c1C#N the results were Tau ThT inhib -7%, HTT ATP protect -8%, Tau fluor cs -7%, RECQ1 inh -4%, TexasRed fluor 2%, Tau FP inhib -3% and TRb SRC2 PPI 5%.
`COc1ccc2c(Cl)c(C(=O)NCCCn3ccnc3)sc2c1` gave Tau ThT inhib -12%, HTT ATP protect -14%, Tau fluor cs 1%, RECQ1 inh -8%, TexasRed fluor -1%, Tau FP inhib 4% and TRb SRC2 PPI -6%.
`COc1ccccc1NC(=S)N/N=C1\CC(C)(C)Oc2ccc(O)cc21` gave Tau ThT inhib inconclusive, HTT ATP protect 12%, Tau fluor cs inconclusive, RECQ1 inh -9%, TexasRed fluor -2%, Tau FP inhib inconclusive and TRb SRC2 PPI 4%.
Screening CCOC(=O)c1c(NC(=O)CCC(=O)N2CCOCC2)sc2c1CC(C)(C)OC2 returned Tau ThT inhib -9%, HTT ATP protect -9%, Tau fluor cs -4%, RECQ1 inh -9%, TexasRed fluor -4%, L3MBTL1 block -2%, Tau FP inhib -6% and TRb SRC2 PPI -4%.
For COCCOc1cnn(-c2cc(Oc3ccc(C)cc3)ncn2)c(=O)c1Cl the results were Tau ThT inhib -11%, HTT ATP protect -9%, Tau fluor cs -8%, RECQ1 inh -4%, TexasRed fluor -2%, Tau FP inhib -1% and TRb SRC2 PPI 6%.
`CCN(CC)S(=O)(=O)c1ccc(-c2nnc(SCC(=O)N3CCc4ccccc43)o2)cc1` gave Tau ThT inhib -7%, HTT ATP protect -8%[10 µM], Tau fluor cs -4%, RECQ1 inh -3%, TexasRed fluor 3%, Tau FP inhib -3% and TRb SRC2 PPI -8%.
`CCOc1ccc(OCC)c(NC(=O)c2cc(S(=O)(=O)N3CCCC3)cn2C)c1` gave Tau ThT inhib 7%, Tau fluor cs 15%, TexasRed fluor inconclusive, Tau FP inhib -12% and TRb SRC2 PPI -7%.
Screening CNC(=O)[C@@]1(C)C=C[C@@H](Cc2ccccc2)N1C(=O)OC returned Tau ThT inhib 2%&-2%, HTT ATP protect -8%, Tau fluor cs -4%&1%, RECQ1 inh -2%&-4%, TexasRed fluor 0%&-5%, L3MBTL1 block -8%, Tau FP inhib 3%&4% and TRb SRC2 PPI 6%&-5%.
Screening CC1CC(C)CN(CC(C)(C)NS(=O)(=O)c2ccccc2)C1 (configuration not stated) returned Tau ThT inhib 1%, HTT ATP protect 6%[10 µM], Tau fluor cs 2%, RECQ1 inh -14%, TexasRed fluor 2%, L3MBTL1 block -1%, Tau FP inhib 4% and TRb SRC2 PPI -15%.
`c1ccc(OCc2nn3c(Cn4cnc5ccccc54)nnc3s2)cc1` gave Tau ThT inhib -6%, HTT ATP protect 11%, Tau fluor cs -6%, RECQ1 inh inactive, TexasRed fluor 1%, Tau FP inhib -4% and TRb SRC2 PPI -11%.
Screening CC(N)(C(=O)O)c1cccc(CC(=O)O)c1 (configuration not stated) returned Tau ThT inhib 3%, HTT ATP protect -21%, Tau fluor cs 4%, RECQ1 inh inactive, TexasRed fluor -3%, Tau FP inhib 0% and TRb SRC2 PPI 6%.
Screening CCCCn1c(Oc2ccc(C(=O)OC)cc2)nc2c1c(=O)n(C)c(=O)n2C returned Tau ThT inhib -13%, HTT ATP protect 4%, Tau fluor cs -3%, RECQ1 inh -7%, TexasRed fluor 1%, L3MBTL1 block 5%, Tau FP inhib 4% and TRb SRC2 PPI -1%.
For CSc1nc(-c2cccs2)c(C#N)c(=O)[nH]1 the results were Tau ThT inhib inconclusive, HTT ATP protect 11%[10 µM], Tau fluor cs -17%, RECQ1 inh -9%, TexasRed fluor 1%, L3MBTL1 block 1%, Tau FP inhib -1% and TRb SRC2 PPI -2%.
For Cc1ccc(/C=C/C(=O)O)cc1S(=O)(=O)NCCCC(=O)O the results were Tau ThT inhib -7%, HTT ATP protect 1%, Tau fluor cs 5%, RECQ1 inh inactive, TexasRed fluor 1%, L3MBTL1 block 0%, Tau FP inhib -7% and TRb SRC2 PPI 1%.
Screening CC(=O)N/N=C/c1cc(C(C)C)cc(/C=N/NC(C)=O)c1O returned Tau ThT inhib 1%, HTT ATP protect 15%[10 µM], Tau fluor cs 3%[2.34 µM], RECQ1 inh inactive, TexasRed fluor -3%, L3MBTL1 block 7%, Tau FP inhib 6% and TRb SRC2 PPI -2%.
`CCCCNS(=O)(=O)c1ccc(OC)c2ncccc12` gave Tau ThT inhib -6%, HTT ATP protect 6%[10 µM], Tau fluor cs 3%, RECQ1 inh -6%, TexasRed fluor 0%, L3MBTL1 block -3%, Tau FP inhib -5% and TRb SRC2 PPI -8%.
Screening CCOC(=O)c1c(NC(=O)CSc2cn(CCNC(=O)c3ccccc3OC)c3ccccc23)sc2c1CCCC2 returned Tau ThT inhib -3%, Tau fluor cs -14%, TexasRed fluor 3%, Tau FP inhib -2% and TRb SRC2 PPI 4%.
For O=C(O)CC(=O)Nc1ccccc1 the results were Tau ThT inhib -8%, HTT ATP protect -3%, Tau fluor cs -1%, RECQ1 inh inactive, TexasRed fluor 2%, Tau FP inhib 1% and TRb SRC2 PPI 0%.
COc1cc2c(C(=O)N3CCN(Cc4ccc5c(c4)OCO5)CC3)cn(C)c(=O)c2cc1OC was read as Tau ThT inhib -9%, HTT ATP protect 2%[10 µM], Tau fluor cs -6%, RECQ1 inh -6%, TexasRed fluor 0%, L3MBTL1 block -12%, Tau FP inhib 4% and TRb SRC2 PPI -12%.
Screening O=C(NCN1CCN(CCO)CC1)c1cnccn1 returned Tau ThT inhib -1%, HTT ATP protect -18%, Tau fluor cs -1%, RECQ1 inh inactive, TexasRed fluor -2%, Tau FP inhib -2% and TRb SRC2 PPI -16%.
Screening Cc1cnc(C(=O)N2CCc3c([nH]c4ccccc34)C2c2ccc(F)cc2)cn1 (configuration not stated) returned Tau ThT inhib -2%, HTT ATP protect -68%[inhibitor], Tau fluor cs -12%, RECQ1 inh -4%, TexasRed fluor -7%, L3MBTL1 block -13%, Tau FP inhib 1% and TRb SRC2 PPI -10%.
Screening Clc1ccc(CSc2snnc2-c2ccccc2)c(Cl)c1 returned Tau ThT inhib -1%, HTT ATP protect -13%, Tau fluor cs -1%, RECQ1 inh -3%, TexasRed fluor -1%, L3MBTL1 block 21%, Tau FP inhib 5% and TRb SRC2 PPI -2%.
CCOC(=O)C1(Cc2cccc(OC)c2)CCN(Cc2cccn2-c2ccccn2)CC1 was read as Tau ThT inhib -8%, HTT ATP protect -8%, Tau fluor cs -8%, RECQ1 inh -1%, TexasRed fluor -3%, L3MBTL1 block -17%, Tau FP inhib -11% and TRb SRC2 PPI -5%.
Cc1cccc(NC(=O)CSc2nc3ccc(NC(=O)c4cccs4)cc3s2)c1 was read as Tau ThT inhib 5%, Tau fluor cs inconclusive, TexasRed fluor 2%, Tau FP inhib inconclusive and TRb SRC2 PPI 4%.
`Cc1ccc(SC(C)C(=O)Nc2cccnc2)cc1` (configuration not stated) gave Tau ThT inhib 6%, HTT ATP protect 1%, Tau fluor cs -1%, RECQ1 inh -18%, TexasRed fluor 1%, L3MBTL1 block 8%, Tau FP inhib -7% and TRb SRC2 PPI -32%.
For CCN(c1cccc(C)c1)S(=O)(=O)c1nnc(NC(=O)c2ccccc2Cl)s1 the results were Tau ThT inhib -10%, Tau fluor cs -21%, TexasRed fluor 5%, Tau FP inhib -12% and TRb SRC2 PPI 0%.
`Cc1nc2c(ncn2-c2ccccc2)c(=O)n1NC(=O)CN1CCCCC1` gave Tau ThT inhib 2%, HTT ATP protect 24%[10 µM], Tau fluor cs -2%, RECQ1 inh -10%, TexasRed fluor -2%, L3MBTL1 block -2%, Tau FP inhib -5% and TRb SRC2 PPI -5%.

Gathered by group, the compounds so far with a cyano group
For CCN(CC)C(=O)C(=O)c1cccn1-c1cccc(-n2cccc2C(=O)C(=O)N(CC)CC)c1C#N the results were Tau ThT inhib -7%, HTT ATP protect -8%, Tau fluor cs -7%, RECQ1 inh -4%, TexasRed fluor 2%, Tau FP inhib -3% and TRb SRC2 PPI 5%.
For CSc1nc(-c2cccs2)c(C#N)c(=O)[nH]1 the results were Tau ThT inhib inconclusive, HTT ATP protect 11%[10 µM], Tau fluor cs -17%, RECQ1 inh -9%, TexasRed fluor 1%, L3MBTL1 block 1%, Tau FP inhib -1% and TRb SRC2 PPI -2%.

These rows are one share of the data; count on the stated rates, not on these rows.
